AmpC no deterg: blocks E. coli AmpC beta-lactamase in detergent-free assay; AmpC nitrocefin hydrolysis, absorbance 480 nm, 0.0001% Triton; 330,000 tested, 0.52% active; Potency, µM (top dose mostly 57.1 µM), for the others: top-dose activity change, negative = inhibition, usual class: inhibitors; AID 485341;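 also: potency is read from the fitted curve at half-maximal effect; plate controls were no compound for no effect and no enzyme for full effect; nearly all actives have a fitted effect of over 20% in size; some results filed as inactive show a strong effect at the top dose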
Target sequence (P00811 whole entry, looked up): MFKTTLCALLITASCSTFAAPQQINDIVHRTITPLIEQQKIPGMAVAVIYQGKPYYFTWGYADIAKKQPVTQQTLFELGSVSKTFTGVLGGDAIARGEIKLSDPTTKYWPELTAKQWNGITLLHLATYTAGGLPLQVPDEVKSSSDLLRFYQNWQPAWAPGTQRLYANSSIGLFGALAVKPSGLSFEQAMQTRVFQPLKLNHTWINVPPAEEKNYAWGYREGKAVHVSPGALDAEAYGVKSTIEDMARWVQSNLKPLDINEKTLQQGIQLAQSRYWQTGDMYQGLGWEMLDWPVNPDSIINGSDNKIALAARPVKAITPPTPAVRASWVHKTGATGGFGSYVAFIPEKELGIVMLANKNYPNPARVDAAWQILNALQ
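AmpC (5.3 nM in the dispensed reagent) in 20 mM phosphate pH 7.0 with 0.01% (detergent screen) or 0.0001% Triton X-100 was preincubated with compounds for 15 min at room temperature. Nitrocefin was then added from an 800 uM solution, and hydrolysis was followed at 480 nm.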
AMA1 RON2 block: AMA1-RON2 (P. falciparum) interaction inhibition | AlphaScreen AMA1-biotinylated RON2 peptide binding | Potency, µM (highest dose often 58.2 µM), for inactives: at the highest dose activity change, negative = inhibition, actives largely listed as inhibitors | 360,000 tested, 0.2% active | AID 720542;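 also: potency is read from the fitted curve at half-maximal effect; 0% = vehicle wells and -100% = peptide control; nearly all actives have a fitted effect of over 45% in size; some results filed as inactive show a strong effect at the top dose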
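AMA1 (3D7) with his tag at 25 nM final met compounds first, then biotinylated RON2 peptide at 25 nM; detection used donor plus acceptor beads, 10 µg/mL apiece, read by AlphaScreen after 30 min at room temperature.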
Giardia FBPA inh: blocks Giardia fructose-bisphosphate aldolase activity; purified Giardia FBPA; 290,000 tested, 0.71% active; Potency, µM (top dose mostly 59.6 µM), for inactives: top-dose activity, negative = inhibition, hits mostly inhibitors; also: potency is read from the fitted curve at half-maximal effect; nearly all actives have a fitted effect of over 55% in size
Target sequence (A8B2U2 whole entry, looked up): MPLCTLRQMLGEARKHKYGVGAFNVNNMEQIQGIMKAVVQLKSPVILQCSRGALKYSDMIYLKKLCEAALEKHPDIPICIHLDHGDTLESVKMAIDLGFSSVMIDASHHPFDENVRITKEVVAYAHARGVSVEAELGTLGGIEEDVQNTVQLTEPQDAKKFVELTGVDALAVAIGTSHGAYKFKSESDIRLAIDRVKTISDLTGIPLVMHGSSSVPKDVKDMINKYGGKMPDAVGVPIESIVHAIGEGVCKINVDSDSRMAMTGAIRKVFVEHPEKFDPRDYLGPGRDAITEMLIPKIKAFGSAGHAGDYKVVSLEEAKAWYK
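Giardia FBPA (40 nM reagent) was preincubated 10 min at RT with compound (up to 57.5 uM final), then substrate plus GAPDH/TPI/NAD/arsenate coupling system with diaphorase/resazurin was added; resorufin fluorescence (525/598 nm) was read after 20 min.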
Sm TGR block: S. mansoni TGR enzyme inhibition; Potency, µM (top dose mostly 114 µM), without a hit: top-dose activity change, negative = inhibition, most hits filed as inhibitors; 360,000 tested, 3% active; purified TGR, DTNB reduction, TNB absorbance 405 nm; also: potency is read from the fitted curve at half-maximal effect; nearly all actives have a fitted effect of over 60% in size
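TGR 20 nM + NADPH 100 uM (dispensed conc.), cpd preinc 15 min RT; start with NADPH (500 uM addition) then DTNB (15 mM addition). Kinetic TNB absorbance, 405 nm filter. Four-parameter Hill fit across titration.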
AmpC detergent: blocks E. coli AmpC beta-lactamase in detergent assay; AmpC hydrolysis of nitrocefin, absorbance 480 nm, 0.01% Triton; Potency, µM (titrated, usually from 114 µM), inactives show at the top dose activity change, negative = inhibition, hits mostly inhibitors; 370,000 tested, 0.041% active; AID 485294;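 also: potency is read from the fitted curve at half-maximal effect; 0% = no-compound wells and -100% = no-enzyme wells; nearly all actives have a fitted effect of over 25% in size; some results filed as inactive show a strong effect at the top dose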
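20 mM phosphate pH 7.0 + 0.01% (detergent screen) or 0.0001% Triton X-100; 5.3 nM AmpC reagent; cpd preinc 15 min RT; nitrocefin (800 uM stock) to start; A480 q20 s × 4 min; Activity was normalised to no-enzyme and no-compound control wells.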
HCMV inh: blocks human cytomegalovirus replication; HFF cells, HCMV-luciferase reporter, 72 h; active compounds read low; AID 1259415; activity change, negative = inhibition, % at 57.5 µM; 410,000 tested, 4.5% active; in the data active = activity change below about -60%; inconclusive = no clear call, values can overlap the other calls; inactive = above about -39%
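Cell-based, HFFs, 1000 cells/well, 16 h 37C; cpds in DMSO + HCMV-luc, MOI 1 PFU/cell; 72 h 37C; OneGlo luminescence after 5 min RT; norm. to buffer vs Salinomycin 10uM.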
Active calls of the source: *; ? = inconclusive; · = not tested or not shown; [ ] = remark or other dose. Unless noted, calls follow the shape of the dose curve; as a rule, active = well fitted curve in the direction sought with a large enough effect; inconclusive = small, poorly fitted or top-dose-only effect, or another doubt; inactive = no such curve, though single readings can be large; an effect the other way counts as inactive or inconclusive. Unless noted, % is scaled to controls: 0 for no effect and ±100 for the full control effect.

Sequence of screens: AmpC no deterg, AMA1 RON2 block, Giardia FBPA inh, Sm TGR block, AmpC detergent, HCMV inh
> COC(C[C@@H](O)C[C@H](O)[C@@H](C)OCc1ccccc1)OC
 : 76%[activator], 7%, 4%, 0%, -6%, 1
> COc1ccc(S(=O)(=O)N2CC3CCCN3c3cc(C(F)(F)F)ccc32)cc1 (centres undefined)
 : -16%, -15%, 2%, 3%, ?, -33
> Oc1ccc(-n2nnnc2SCc2ccccc2Br)cc1
 : -43%, 37%[activator], 10%, -16%, -13%, ·
> CCCOc1ccc(NC(=O)CC2C(=O)N(c3ccccc3)C(=O)N2CCC(C)C)cc1 (centres undefined)
 : ·, ·, ·, -7%, 1%, 12
> CCCCCCCNC(=O)C1(CC2CC(c3cccc(Br)c3)=NO2)CCN(C(=O)c2ccccc2)CC1 (centres undefined)
 : 5%, -13%, ·, 4%, -2%, 65
> Cc1ccc(/C=N/Nc2ccc(C(=O)O)cc2)o1
 : -13%, 2%, 14%, 6%, 7%, 92
> Cc1c(C)n(Cc2ccc(Cl)cc2)c2ccc(C(=O)NCCc3ccc(S(N)(=O)=O)cc3)cc12
 : ·, ·, ·, -1%, -1%, 0
> CN1CCN(C(=S)Nc2ccc(S(N)(=O)=O)cc2)CC1
 : -9%, -1%, ?, 3%, -1%, -24
> CC(=O)N1N=C(c2ccc(Br)cc2)OC12CCCC2
 : 4%, 13%, 2%, 2%, -4%, -20
> CCCN(CCC)C(=O)CC(c1ccc(F)cc1)c1ccco1 (centres undefined)
 : 84%[activator], -13%, 0%, 11µM*, -19%, 5
> S=C(Nc1ccc(Cl)cc1)Nc1ccc2c(c1)OCCO2
 : -26%, 47%[activator], ·, ?, -7%, -2
> CN1CCN(C(=S)NC(=O)c2cccc(S(=O)(=O)N(C)C)c2)CC1
 : -9%, 27%, ?, 53%[activator], 10%, -25
> O=C(c1cc(S(=O)(=O)N2CCOCC2)ccc1Cl)N1CCN(c2ccccn2)CC1
 : 14%, 10%, 4%, -1%, -4%, -36
> N#C/C(=C\c1cccnc1)C(=O)Nc1cccc(Cl)c1
 : -33%, 27%, -20%, -1%, -11%, 17
> O=C(NCc1cccnc1)Nc1ccccc1C(F)(F)F
 : -19%, 3%, -2%, -28%, ?, 41
> CN1C(C(=O)NCc2ccccc2)CC2Cn3c(nc4cc5ccccc5cc43)C21 (centres undefined)
 : 105%[activator], 0%, -6%, 1%, 2%, 0
> Cn1c(=O)c2c(n3ncnc13)NC(=O)CC2c1cccc(F)c1 (centres undefined)
 : ·, ·, ·, -2%, -5%, 6
> O=C(COc1ccc(Oc2ccccc2)cc1)NC1CCS(=O)(=O)C1 (centres undefined)
 : 2%, 16%, ·, ·, ·, -27
> CN(CC(=O)Nc1cccc(F)c1)C(=O)CCCc1cccs1
 : -20%, -23%, -7%, -1%, -12%, -24
> CC(=O)NC(C)c1cc(Cl)c2ccccc2c1O (centres undefined)
 : -26%, ·, ·, -30%, 5%, -4
> O=C(NC1CCCC1)c1sc(=S)n2c1[nH]c(=O)c1ccccc12
 : -25%, 9%, -6%, 3%, 1%, -9
> Cc1ccc2c(c1)-c1cc(C)nn1C(c1cc(Br)ccc1O)N2 (centres undefined)
 : ·, ·, ·, -7%, -1%, -21
> O=C(COC(=O)c1cccc(S(=O)(=O)N2CCOCC2)c1)NCc1ccc2c(c1)OCO2
 : -1%, -5%, ·, ·, ·, -36
> CC(=O)CSc1nc(N(C)C)nc(N(C)C)n1
 : -6%[2.29 µM], 9%, 4%, -5%, 0%, ?
> O=C(Nc1ccc(CN2CCS(=O)(=O)CC2)cc1)c1ccc(C(F)(F)F)cc1
 : 29%, -1%, -2%, 12%, 1%, -61*
> COc1cc(Cl)c(C)cc1NC(=O)c1ccc2c(Cl)c3c(nc2c1)CCC3
 : ·, ·, ·, 9%, 16%, 1
> COc1ccc(C2C(C(=O)Nc3cccc(C)n3)c3ccccc3C(=O)N2C)cc1OC (centres undefined)
 : -4%, -6%, 4%, -7%, 0%, 28
> COc1ccc(OC)c(COC(=O)c2cccc(S(=O)(=O)N3CCCCC3)c2)c1
 : -25%, 0%, ·, ·, ·, -21
> COc1ccc(/C=C/C(=O)N2CCN(c3ccccn3)CC2)cc1OC
 : 9%, 12%, 3%, 0%, -1%, 21
> Cc1cc(C)cc(OCC(O)CN2CCC(CN3C(=O)c4cccc5cccc(c45)C3=O)CC2)c1 (centres undefined)
 : -6%, -14%, -5%, 0%, -9%, -101*
> CC1(C)CC(=O)C(C(O)c2ccccc2)C(C)(C)N1 (centres undefined)
 : -11%, 4%, -3%, -1%, 3%, -22
> Nc1cnc(CNc2ccccc2Cl)cn1
 : -5%, 8%, 0%, -3%, -7%, 34
> O=C(N/N=C/c1c(O)n(C2CC2)c(=S)[nH]c1=O)c1ccccc1Cl
 : -37%, 10%, 5%, -15%, -12%, -10
> CC1CCc2c(sc(NC(=O)C(=O)NCc3ccco3)c2C#N)C1 (centres undefined)
 : -37%, 26%, 11%, 0%, ?, 11
> CCc1ccc(N2CCn3c2nc2c3c(=O)n(CCc3ccccc3)c(=O)n2C)cc1
 : ·, ·, ·, 0%, 1%, -25
> Cc1occc(=O)c1OCc1ccccc1
 : -9%, 10%, 3%, -6%, ?, ?
> CCOC(=O)C1(CC2CC2)CCN(Cc2ccc(C(=O)OC)cc2)CC1
 : 25%, -7%, -5%, 3%[57.1 µM], -3%, -26
> Cc1ccccc1OCCCCn1nnc2sc3c(c2c1=O)CCC(C)C3 (centres undefined)
 : ·, ·, ·, -4%, 24%, 15
> CC(C)OCCCNc1nc(-c2ccccc2)nc2ccccc12
 : 50%, 18%, 5%, -2%, 3%, -18
> Cc1ccc(C(=O)NC(=O)CSc2nnc(C)s2)cc1
 : -14%, 18%, ·, -2%, 9%, -21
> COCCCn1c(SCC(=O)Nc2ccccc2F)nnc1-c1ccoc1C
 : 0%, 11%, 6%, -19%, -6%, -15
> CCOc1ccccc1NC(=O)C1=C(C)NC(=O)NC1c1cccs1 (centres undefined)
 : -17%, 4%, 0%, -2%, 7%, -12
> Cc1ccc(NC(=O)Nc2ccc3c(c2)CCC3)cc1
 : -46%, 11%, ·, 2%, 4%, 3
> CCOC(=O)Cc1csc(NC(=O)C2CCCCC2C(=O)O)n1 (centres undefined)
 : -7%, -3%, 12%, 0%, -14%, -26
> COc1ccc(C(=O)Nc2ccc(-c3nc4ncccc4o3)cc2C)cc1Br
 : ·, ·, ·, 1%, -2%, -25
> CCOC(=O)N1CCN(C(=O)CSc2nnc(CNC(=O)c3ccccc3F)o2)CC1
 : -9%, -1%, 5%, 5%, -2%, 1
> CCn1c(Cn2nnc(-c3ccccc3)n2)nnc1SCC(=O)Nc1ccc(C(C)=O)cc1
 : 31%, -4%, 12%, 1%, 0%, 129
> CCCCNC(=O)/C(=C\c1ccc([N+](=O)[O-])o1)NC(=O)c1ccccc1
 : 12%, -6%, -6%, 45µM*, 2%, ?
> COc1ccc(OC)c(CNS(=O)(=O)c2ccc(-c3cc(C(F)(F)F)on3)s2)c1
 : ·, ·, ·, 9%, -6%, -70*
> Cc1ccc(NC(=O)Nc2cc(S(C)(=O)=O)ccc2Cl)cc1
 : -37%, 2%, -26%, 3%, 3%, -16
> COC(=O)c1sccc1NC(=O)c1ccc(OC)cc1OC
 : -15%, -5%[11.6 µM], 3%, 5%, ?, 47
> CC(C)(C)c1ccc(Oc2ccc(NC(=O)CCCC(=O)O)cn2)cc1
 : -6%, -13%, 22%, 6%, 8%, 20
> CCOc1ccc(N2C(=O)CC(N3CCN(c4ccc(F)cc4)CC3)C2=O)cc1 (centres undefined)
 : 4%, 3%, 0%, 45µM*, -1%, 64
> Cc1ccc(C(=O)Nc2ccc(Br)c(C(F)(F)F)c2)cc1
 : -58%, 7%, ·, 7%, 0%, 25
> COC(=O)c1nnn(-c2nonc2N)c1CSc1nc2ccccc2o1
 : 69%[activator], -7%, -5%, 0%, -1%, 44
> Cc1ccc(CN(C(=O)c2ccccc2[N+](=O)[O-])c2ccccn2)cc1
 : ·, ·, ·, -4%, -2%, 3
> Cc1cccc(C)c1N(CC(=O)NCc1ccc(F)cc1)C(=O)c1csnn1
 : -6%, -2%, -2%, 7%, 2%, -17
> O=C(Cn1ccnc1)c1ccc(Cl)cc1
 : -36%, 15%, -6%, 2%, 1%, -14
> COc1ccc(NC(=O)c2nc(SCc3ccc(F)cc3)ncc2Cl)cc1
 : ·, ·, ·, 6%, 15%, -36
> COCCCNC(=O)CCCn1c(=O)[nH]c2ccccc2c1=O
 : -10%, -3%, -2%, 0%, 1%, 15

The results go on.
Sequence of screens: AmpC no deterg, AMA1 RON2 block, Giardia FBPA inh, Sm TGR block, AmpC detergent, HCMV inh
> Nc1nc(Nc2cccc3ccccc23)nc(C2CCCC2=O)n1 (centres undefined)
 : -12%, ·, 8%, -6%, 0%, 34
> CNC(=S)N(CCc1ccccc1)Cc1cc2cc(OC)c(OC)cc2[nH]c1=O
 : 115%[activator], 6%, 5%, 9%, 2%, -19
> CCC(C)[C@H](NC(=O)NCc1ccc(S(N)(=O)=O)cc1)C(=O)O (some centres undefined)
 : -15%, -4%, 2%, 11%, -6%, 2
> COc1ccc(-c2csc(N(CCc3ccc(OC)c(OC)c3)C(=O)COc3ccccc3)n2)cc1
 : -6%, -20%, -6%, 0%, 1%, -26
> O=C(CSc1nnc(-c2ccccc2)n1Cc1ccccc1)N1CCCC1
 : 20%, 2%, 2%, 4%, -20%, -18
> CC(C)(C)OC(=O)NC1CCN(S(=O)(=O)c2ccc3c(c2)OCCO3)CC1
 : 12%, -1%, 10%, -22%, -6%, -27
> Cc1cc(/C=C2\C(=O)NC(=O)N(Cc3ccccc3Cl)C2=O)c(C)n1-c1ccc(C(=O)O)cc1
 : -26%, -3%, 0%, ?, 4%, -26
> O=S1(=O)CC(O)C(N(CCO)C(=S)Nc2ccccc2)C1 (centres undefined)
 : -18%, -5%, -1%, 3%, 2%, 19
> CCC(=O)N1N=C(c2ccc(OC)cc2)CC1c1cn(-c2ccccc2)nc1-c1cccs1 (centres undefined)
 : ·, ·, ·, 1%, 0%, -17
> COc1cc(NC(=S)NC(C)(C)C)c(OC)cc1Cl
 : -18%, 7%, -5%, 0%, -11%, ?
> CCOC(=O)Cc1csc(NC(=O)Cc2cccs2)n1
 : -20%, -2%, 0%, -3%, ?, -8

3 entries out of the list, arranged by formula weight, largest number first:
Sequence of screens: AmpC no deterg, AMA1 RON2 block, Giardia FBPA inh, Sm TGR block, AmpC detergent, HCMV inh
> Cc1cc(/C=C2\C(=O)NC(=O)N(Cc3ccccc3Cl)C2=O)c(C)n1-c1ccc(C(=O)O)cc1
 : -26%, -3%, 0%, ?, 4%, -26
> CNC(=S)N(CCc1ccccc1)Cc1cc2cc(OC)c(OC)cc2[nH]c1=O
 : 115%[activator], 6%, 5%, 9%, 2%, -19
> COc1cc(NC(=S)NC(C)(C)C)c(OC)cc1Cl
 : -18%, 7%, -5%, 0%, -11%, ?

Screening results: PubChem BioAssay, National Center for Advancing Translational Sciences (NCATS)
